GPR55 antagonists = inhibition of LPI-stimulated GPR55 beta-arrestin translocation – imaging, U2OS, beta-arrestin-GFP, LPI agonist, primary screen (AID 2013); U2OS GPR55 beta-arrestin-GFP translocation imaging, LPI antagonism; higher % means a stronger effect; inhibition, % at 10 µM, or IC50 in µM where a hit was titrated; 0.13% of 290,000 active;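 active = spots per cell inhibited over 60%, with over 100 cells counted and total cytoplasm intensity under 500,000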;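 also: U2OS cells stably carrying GPR55 and arrestin-GFP stimulated by 5 µM LPI near EC80; imaged beta-arrestin-GFP aggregate spots per cell after agonist stimulation; plate controls were LPI-stimulated DMSO wells for no effect and DMSO wells without LPI for full effect; some results filed as inactive read as strong as hits; confirmed hits need IC50 under 10 µM and bright autofluorescent wells are also inconclusive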
GPR35 antagonists = inhibition of zaprinast-stimulated GPR35 beta-arrestin translocation – imaging, U2OS, beta-arrestin-GFP, zaprinast agonist, primary screen (AID 2058); 0.052% of 290,000 active; inhibition, % at 10 µM; hits with a dose series show IC50 in µM; U2OS GPR35 beta-arrestin-GFP translocation imaging, zaprinast antagonism; higher % means a stronger effect;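 active = inhibition of at least 50% with at least 30 cells and total cytoplasm GFP at most 10,000,000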
GPR55 beta-arrestin = selective activators of receptor GPR55 – imaging, U2OS cells, beta-arrestin-GFP redistribution, primary screen (AID 1961); U2OS GPR55 beta-arrestin-GFP redistribution imaging; higher % means a stronger effect; activation, % at 10 µM; hits with a dose series show EC50 in µM; 0.048% of 290,000 active;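 active = activation above 40% with more than 50 cells counted in the well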;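 also: U2OS osteosarcoma cells stably expressing GPR55 and beta-arrestin-GFP; plate controls were DMSO negative control for no effect and LPI positive control for full effect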
NS5 inhibitors = flavivirus cap methylation enzyme inhibition – biochemical, confirmation dose response, primary screen (AID 588689); Dengue-2 NS5 methyltransferase capping enzyme assay, biochemical; higher % means a stronger effect; inhibition, % at 25 µM, or IC50 in µM where a hit was titrated; 0.3% of 340,000 active; in the data active = a potency from the dose series
AID2073 = inhibitors of Mint1-CaV2.2 protein interaction, biochemical, HTRF (AID 2073); 0.19% of 290,000 active; one-dose inhibition, % at 20 µM; IC50 in µM for titrated hits; HTRF protein-protein interaction, Mint1-CaV2.2; higher % means a stronger effect; in the data active = inhibition mostly above about 51%, no sharp cut-off; also: some results filed as inactive read as strong as hits
HIV fusion peptide = inhibitors of HIV fusion peptide binding, primary screen, biochemical, uHTS, fluorescence dequenching (AID 1986) | 0.3% of 290,000 active | cell-free peptide binding, fluorescence dequenching, 30 min; higher % means a stronger effect | inhibition, % at 20 µM, or IC50 in µM where a hit was titrated; in the data active = inhibition mostly above about 52%, no sharp cut-off; inactive = mostly below about 76%; also: some results filed as inactive read as strong as hits
K1F lysis inhibition = inhibition of K1F phage lysis, E. coli UTI89, bacterial capsule biogenesis inhibitors, alamar blue (AID 488966) | E. coli UTI89 K1F phage lysis, alamar blue, 2 h; higher % means a stronger effect | inhibition, % at 100 µM; hits with a dose series show IC50 in µM | 0.02% of 340,000 active;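 active = phage lysis inhibition, versus mean bacterial control, above a set limit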;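 also: capsule biogenesis inhibitors block K1F phage lysis so surviving cells raise fluorescence; higher fluorescence means more inhibition of phage lysis; actives were called in the ten point dose series up to 300 µM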
Siah-1 displacement = blockers of Siah-1 interaction with plectin peptide – biochemical, fluorescence polarization, rhodamine-plectin, uHTS, primary screen (AID 1817) | Siah-1 / rhodamine-plectin peptide fluorescence polarization; higher % means a stronger effect | one-dose displacement, % at 20 µM; IC50 in µM for titrated hits | 0.02% of 290,000 active;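 active = displacement of at least 50% at 20 µM, with a fluorescence ratio check between 0.3 and a set limit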;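 also: plate controls were Siah plus tracer with DMSO for no effect and tracer alone without Siah for full effect; strong numbers were not always called active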
NTR1 ag = agonists of NTR1, primary screen, imaging, U2OS cells, beta-arrestin-GFP, high content (AID 493036); activation, % at 20 µM; P30989; 0.17% of 330,000 active; NTR1-U2OS beta-arrestin-GFP spot imaging, agonist mode;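 active = activation at or above 40% of the spot to cytoplasm intensity ratio, with at least 20 cells analyzed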;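 also: 0% = DMSO without peptide and 100% = 100 nM NTR1 peptide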
Target sequence (P30989 whole entry, looked up): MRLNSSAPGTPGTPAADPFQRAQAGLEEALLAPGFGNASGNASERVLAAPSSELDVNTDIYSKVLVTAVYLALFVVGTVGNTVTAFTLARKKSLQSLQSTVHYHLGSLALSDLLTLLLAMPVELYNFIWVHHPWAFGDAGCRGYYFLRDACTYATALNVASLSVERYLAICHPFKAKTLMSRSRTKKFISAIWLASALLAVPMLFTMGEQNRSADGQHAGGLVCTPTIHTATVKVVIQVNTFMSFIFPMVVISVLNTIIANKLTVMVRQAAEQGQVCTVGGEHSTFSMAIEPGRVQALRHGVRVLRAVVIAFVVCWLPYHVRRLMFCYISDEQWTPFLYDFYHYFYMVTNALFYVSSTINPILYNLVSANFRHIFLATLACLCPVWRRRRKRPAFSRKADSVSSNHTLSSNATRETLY
NTR1 ag cell count 20 µM = further read-out of NTR1 ag, marked with its call; cell count; measured here: cell count, cytotoxicity flag
NS5 inhibitors pilot replicate = recorded beside NS5 inhibitors, whose call it bears; inhibition, %; measured here: pilot screen replicate inhibition
* marks the source's active call; other numbers are inactive results; x = not tested or not shown; [ ] = dose if it differs, or a comment.

The first 2 compounds (preview)
SMILES	GPR55 antagonists	GPR35 antagonists	GPR55 beta-arrestin	NS5 inhibitors	AID2073	HIV fusion peptide	K1F lysis inhibition	Siah-1 displacement	NTR1 ag	NTR1 ag cell count 20 µM	others
Cc1cc(C)nc(N2CCCC(C(=O)NC(C)C)C2)n1 (configuration not stated)	11%	-6%	-0.1%	1%	21%	-0.5%	1.2%	4%	-0.9	58
Cc1cc2nc(CCN(C(=S)NCC3CCCO3)C3CCCC3)[nH]c2cc1C (configuration not stated)	0%	8%	-0.1%	-5%	-10%	0.5%	-0.2%	3%	2.4	40

The list itself, from the start:
SMILES	GPR55 antagonists	GPR35 antagonists	GPR55 beta-arrestin	NS5 inhibitors	AID2073	HIV fusion peptide	K1F lysis inhibition	Siah-1 displacement	NTR1 ag	NTR1 ag cell count 20 µM	others
Cc1cc(C)nc(N2CCCC(C(=O)NC(C)C)C2)n1 (configuration not stated)	11%	-6%	-0.1%	1%	21%	-0.5%	1.2%	4%	-0.9	58
Cc1cc2nc(CCN(C(=S)NCC3CCCO3)C3CCCC3)[nH]c2cc1C (configuration not stated)	0%	8%	-0.1%	-5%	-10%	0.5%	-0.2%	3%	2.4	40
O=C(CCCC(=O)N1CCc2ccccc21)N1CCc2ccccc21	3%	7%	0.1%	-6%	-8%	0.1%	-1.4%	0%	x	x
Cc1cc(C)cc(OCC(=O)NCc2nc(-c3ccccc3)no2)c1	13%	3%	0.5%	-2%	-12%	-1.3%	1.6%	0%	0.0	52
Cc1ccccc1CC1(CO)CCCN(Cc2cn[nH]c2-c2ccccc2)C1 (configuration not stated)	-2%	24%	0.0%	-1%	6%	-1.6%	-0.4%[50 µM]	-6%	-1.0	63
CCOC(=O)N1CCN(CC(O)COc2c(OC)cccc2OC)CC1 (configuration not stated)	-16%	11%	0.0%	3%	11%	0.5%	0.1%	2%	2.3	42
N#CCC(=O)N/N=C/c1ccc(OCC(=O)Nc2ccc(F)cc2)cc1	2%	-4%	0.0%	31%	30%	1.4%	0.1%	5%	-0.6	91
Cc1cc(=O)oc2cc(OCC(=O)OCC(=O)Nc3ccccc3C(C)C)ccc12	0%	-19%	-0.2%	-1%	6%	-0.5%	0.7%[50 µM]	0%	-1.1	65
Cc1ccc2c(c1)sc(C)[n+]2CCCS(=O)(=O)[O-]	11%	10%	-0.3%	23%	24%	1.4%	0.2%	-5%	-0.4	46
COc1cccc2c(=O)ccoc12	-16%	-1%	-0.1%	4%	15%	-3.1%	0.0%	-3%	-1.4	45
O=C1N/C(=N/S(=O)(=O)Cc2ccccc2)S/C1=C/c1ccc2c(c1)OCO2	14%	6%	-0.2%	-5%	14%	28%	-0.2%	-2%	0.0	56
O=C(NCCCNC(=O)c1ccccn1)c1ccccn1	-3%	7%	0.2%	0%	-1%	-1.9%	9.5%	6%	-0.9	66
COc1cccc(-c2nc(-c3ccccc3)nc(N3CCN(C)CC3)c2C#N)c1	-4%	-4%	-0.1%	-7%	-5%	0.4%	1.5%	-3%	10	41
CC(C)COP(=O)(c1ccc(N(C)C)cc1)C(O)c1ccccc1 (configuration not stated)	2%	-2%	0.3%	-2%	5%	0.0%	0.2%	-5%	-0.6	91
COc1ccc(C2C(C#N)=C(N)Oc3cc(C)n(Cc4ccncc4)c(=O)c32)cc1 (configuration not stated)	12%	-1%	0.2%	-19%	-1%	2.8%	-0.1%	2%	2.0	32
Cc1nnc(NC(=O)CSc2nnc(Cc3cccn3C)n2CCc2ccccc2)s1	35%	18%	0.2%	0%	-10%	-2.2%	4.0%	6%	-0.8	87
CSc1ncc(Cl)c(C(=O)Nc2cccnc2)n1	-3%	0%	-0.1%	-1%	11%	-0.1%	-0.1%	-5%	-1.6	103
CC(C)Oc1cccc(C2NC(=O)c3ccccc3O2)c1 (configuration not stated)	2%	-3%	0.3%	5%	42%	1.9%	-2.0%	4%	0.1	43
O=C(O)C(CO)(c1ccccc1)c1ccccc1	13%	-1%	0.0%	-6%	2%	1.5%	-0.5%	-2%	7.4	87
Cc1cc(=O)[nH]c(SCC(=O)Nc2cccc(C(F)(F)F)c2)n1	2%	-4%	-0.1%	2%	-8%	4.0%	0.2%	1%	-1.8	45
COc1ccc(CN2CCc3c([nH]c4ccccc34)C2)cc1Br	3%	30%	-0.1%	-15%	10%	1.4%	0.1%	4%	11	61
Cc1cc(Cl)ccc1NC(=S)NCCN1CCOCC1	3%	-4%	-0.1%	-7%	-7%	-0.8%	2.2%	-5%	-1.0	64
CC1=NN(c2ccccc2)C(=O)C1/C=C1\NC(=S)NC1=O (configuration not stated)	14%	-2%	-0.3%	-31%	-11%	-0.7%	0.3%	-8%	2.1	65
CCOC(=O)c1sc(=S)n(-c2ccccc2)c1N	0%	12%	0.4%	-1%	0%	0.5%	-1.0%	-4%	4.4	37
O=C(NCc1ccc(Cl)cc1)c1ccc2c(=O)n(CC3CCCO3)c(=S)[nH]c2c1 (configuration not stated)	5%	-6%	-0.2%	-6%	-26%	-1.8%	-0.1%	-1%	-0.1	29
CCNC(=O)COC(=O)c1cc(-c2ccco2)nc2ccccc12	12%	3%	0.2%	7%	34µM*	24%	-0.1%	76%	1.3	66
O=C(Cn1cnc([N+](=O)[O-])n1)NC1CC1	0%	5%	0.0%	-2%	0%	-1.1%	-0.1%	-5%	-0.5	27
Cc1cc(=O)oc2c(C)c(OCC(=O)N3CCN(c4cccc(Cl)c4)CC3)ccc12	2%	8%	-0.1%	-9%	4%	2.3%	1.7%	1%	4.0	55
Cc1cccc(NC(=O)/C(C#N)=C/c2cn(CC(=O)NCc3ccco3)c3ccccc23)c1	5%	5%	0.1%	9%	2%	3.1%	1.1%	6%	x	x
COc1ccc(S(=O)(=O)N2CCN(c3cccc(C)c3C)CC2)cc1	6%	-14%	0.8%	1%	-7%	0.8%	0.0%	2%	-4.4	41
Cc1ccccc1N(CC(=O)NCc1ccncc1)S(C)(=O)=O	1%	-11%	-0.2%	-2%	-4%	-1.4%	3.2%	-5%	0.8	49
COc1ccc(C(=O)COC(=O)C2CCN(S(=O)(=O)c3cccc4cccnc34)CC2)cc1	1%	8%	-0.3%	-10%	13%	2.2%	4.5%	0%	1.1	60
Cn1c2c(c(=O)n(C)c1=O)C(CC(=O)Nc1ccccc1)C(=O)N2 (configuration not stated)	10%	-6%	-0.1%	4%	-6%	0.7%	3.5%	1%	-1.3	90
Cc1cc(C)c(NC(=O)C(C)(C)C)c(Cl)c1	9%	-12%	0.6%	9%	5%	0.4%	0.4%	7%	-1.3	45
CC(C)C1=CC(=NS(=O)(=O)c2cccc([N+](=O)[O-])c2)C=C(C(C)C)C1=O	20%	18%	-0.1%	x	3%	1.9%	-0.1%	4%	0.7	63
Cc1ccc(C(CCN)c2ccco2)cc1 (configuration not stated)	14%	-12%	0.0%	-3%	1%	1.8%	-0.1%	5%	2.0	76
O=C(Nc1ccccc1F)C1CCN(S(=O)(=O)c2cccc3nonc23)CC1	-11%	7%	0.3%	0%	5%	0.2%	0.1%	-3%	0.4	120
COc1ccc(S(=O)(=O)Nc2ccc3ccccc3c2)cc1C	0%	-8%	-0.1%	-10%	-12%	-3.5%	8.4%	1%	14	54
CC(C)[C@H](NC(=O)C1CCN(C(=O)[C@H](Cc2ccccc2)NC(=O)OC(C)(C)C)CC1)C(=O)O	6%	7%	0.3%	3%	6%	0.0%	1.7%[50 µM]	1%	-0.1	93
CCc1ccc(OCc2cnc(Cl)s2)cc1	2%	7%	0.0%	2%	-16%	0.9%	-0.1%	-2%	0.2	48
CCOC(=O)Cc1csc(NC(=O)c2ccc([N+](=O)[O-])cc2[N+](=O)[O-])n1	-1%	9%	-0.2%	-3%	-6%	0.6%	-0.9%	14%	3.2	55
CC(C)c1ccc(CNc2nnnn2C)cc1	8%	5%	-0.1%	1%	13%	1.4%	0.3%	4%	-0.2	67	NS5 inhibitors pilot replicate=-2.1
Cc1ccc(SCCSc2ncccn2)cc1	-11%	-13%	-0.4%	-5%	5%	0.8%	-1.7%	1%	-1.7	31
Cc1cccc(NC(=O)NC(=O)c2ccccc2)n1	-5%	-6%	0.6%	-1%	5%	2.7%	0.5%	-2%	1.0	56
COc1ccc(/C=N/n2cnnc2)cc1Cn1nc(C)c([N+](=O)[O-])c1C	11%	10%	-0.1%	-4%	1%	-1.2%	0.0%	2%	0.7	74
CCOC(=O)CCc1c(C)c2ccc(OC(C)C(=O)OCC)c(C)c2oc1=O (configuration not stated)	-6%	-10%	-0.4%	-5%	18%	1.5%	1.4%	-3%	-1.1	53
CC(=O)NCCC(=O)Nc1cc(S(=O)(=O)N2CCOCC2)ccc1N1CCOCC1	2%	-4%	-0.4%	-9%	11%	0.2%	-0.5%	5%	-2.0	41
O=C(NCC1CCCCC1)c1cccc(-c2ccc(O)cc2)c1	6%	3%	0.3%	3%	6%	3.2%	-0.2%	-8%	10	41
Cc1cc(C)cc(NC(=O)C(C)N2C(=O)c3ccccc3C2=O)c1 (configuration not stated)	-6%	-4%	-0.2%	x	0%	0.8%	-0.8%	-5%	-0.1	40
c1ccc2c(c1)ncn2CCN1CCCCC1	7%	1%	-0.2%	2%	3%	0.4%	1.3%	0%	-0.7	85
The listing continues.
SMILES	GPR55 antagonists	GPR35 antagonists	GPR55 beta-arrestin	NS5 inhibitors	AID2073	HIV fusion peptide	K1F lysis inhibition	Siah-1 displacement	NTR1 ag	NTR1 ag cell count 20 µM	others
CC(C)CC(=O)NC1(C(F)(F)F)C(=O)Nc2c1c(=O)n(C)c(=O)n2C (configuration not stated)	6%	-6%	-0.2%	-3%	1%	0.6%	0.1%	5%	1.5	37
Cc1ccc(S(=O)(=O)N2CCC(C(=O)N[C@H](C(=O)N3CCN(C)CC3)C(C)C)CC2)cc1	18%	-2%	-0.1%	-1%	0%	0.5%	1.1%	-1%	1.4	61
CCCc1nc(NCc2ccncc2)c2nnn(Cc3ccccc3F)c2n1	2%	-5%	-0.4%	-3%	2%	-2.2%	2.1%	17%	1.4	64
N#Cc1cc([N+](=O)[O-])cnc1N(CCO)CCO	-2%	2%	0.1%	-4%	-8%	2.6%	-2.3%	-1%	-0.7	44
CC1=CC(C)(C)Nc2ccc(OC(=O)C(C)N3C(=O)c4ccccc4C3=O)cc21 (configuration not stated)	-4%	5%	-0.3%	-6%	2%	-1.9%	0.7%	-1%	2.3	83
Cc1ccccc1OCCC(=O)N(Cc1ccccc1)c1c(N)n(Cc2ccccc2)c(=O)[nH]c1=O	5%	1%	-0.1%	1%	16%	1.9%	0.3%	10%	-0.3	57
Cc1csc2ncc(C(=O)NCc3ccc4c(c3)OCO4)c(=O)n12	-3%	6%	-0.1%	x	-10%	-0.6%	x	-3%	-2.0	84

Screening data deposited in PubChem by several laboratories.
